# Screening results: PubChem, Sanford-Burnham Center for Chemical Genomics
# mouse EphA4 binding = inhibitors of EphA4 binding to KYL peptide, primary screen, biochemical, colorimetric, mouse EphA4 (AID 689) | hit rate 0.1% among 62,000 | EphA4-AP binding to KYL peptide, pNPP A405; higher % means a stronger effect | inhibition, % at 10 µM; hits with a dose series show IC50 in µM | Ephrin type-A receptor 4 (Mus musculus); in the data active means a potency from the dose series; inactive means the rest, 99 in 100 with inhibition below about 22%
# * = called active by the depositor; & = joins results of further samples. An excerpt. The share of hits here may be higher or lower than overall.
mouse EphA4 binding	SMILES
-4%	C=CCn1c(O)c(N=NC(=O)c2ccc3c(c2)OCO3)c2ccccc21
-4%	Cn1ncc2c(N3CCOCC3)ncnc21
21%	O=C(CCn1ccc2ccccc21)Nc1ccc(N2CCOCC2)cc1
-12%	Cc1ccc(SCc2nc3ccccc3n2CC(=O)Nc2c(C)cccc2C)cc1
-5%	CSc1nc2ccc3nc(NC(=O)c4cccs4)sc3c2s1
-2%	O=C1c2ccncc2C(=O)N1C1CCCCC1
0%	Cc1cccc(Nc2ncccc2C(=O)O)c1C
-9%	CCC(=O)Nc1cc(C(F)(F)F)ccc1N1CCOCC1
-4%	Cc1ccc(N2C(=O)c3n[nH]c(C)c3C2c2ccccn2)cc1 (centres undefined)
8%&5%	CC(=O)NC1C(OCCOc2ccc(Cl)cc2Cl)OC(COC(C)=O)C(OC(C)=O)C1OC(C)=O (centres undefined)
-8%	COc1cccc(N(C(=O)c2ccco2)C(C(=O)NC2CCCC2)c2cccnc2)c1 (centres undefined)
-5%	Cc1cc(C(=O)CN2C(=O)c3ccccc3S2(=O)=O)c(C)n1CC1CCCO1 (centres undefined)
-6%	CCOC(=O)N1CCN(c2cc(N)c([N+](=O)[O-])cc2F)CC1
-1%	C=CCn1c(=O)c2c(nc3n2CCS3)n(C)c1=O
-1%	COc1ccc2ccccc2c1C1CC(=O)N2CN(Cc3ccco3)CSC2=C1C#N (centres undefined)

# Additional compounds follow.
mouse EphA4 binding	SMILES
-35%	CCCc1cc(C(=O)Nc2cc(C)on2)no1
14%	Cc1cc(I)ccc1S(=O)(=O)N1CCN(c2ccccc2)CC1
7%	O=C(Cn1nc(Cc2cccnc2)c2ccccc2c1=O)NCc1ccc(F)cc1
-5%	Cc1ccnc(N2CCC(C(=O)Nc3nnc(C)s3)CC2)n1
8%	CN(C)c1ccc(C(=O)N2CCN(c3cccc(Cl)c3)CC2)cc1
-24%	CCOC(=O)CN1C(=O)C(C)(C)Oc2ccc(C(=O)NC(C)(C)CC)cc21
3%	O=C(NCc1cccnc1)/C(=N\O)c1ccccc1
-2%	CCOc1ccc(-c2nnc(SCC(=O)N(CC)CC)n2N)cc1
-17%	Cc1nc(SCC(=O)Nc2ccc(C)c(F)c2)c2oc3ccccc3c2n1
13%	Cc1cccc(C(=O)O/N=C(\N)Cc2cccc3ccccc23)c1
-7%	O=C(CCc1nc2ccccc2[nH]c1=O)OCC(=O)N1CCc2ccccc21
3%	CCCS(=O)(=O)N1CCCC(C(=O)NCCCN(C)Cc2ccccc2)C1 (centres undefined)
1%	CC(=O)N(/N=C1\Sc2ccccc2C1=O)c1cccc(C)c1
-4%	O=C1COc2ccc3ccccc3c2CN1
-14%	O=C(N/N=C/c1ccc(Br)s1)c1ccccc1[N+](=O)[O-]

# Carrying on:
mouse EphA4 binding	SMILES
-8%	Cc1cc(Cl)c(S(=O)(=O)NCc2ccccc2)cc1OCC(N)=O
-1%	O=C(CN1C(=O)c2ccccc2S1(=O)=O)N1CCc2ccccc21
-3%	Cc1cccc2cc(CN(CCCO)C(=O)Nc3cccc(Cl)c3)c(=O)[nH]c12
-15%	O=C(NNc1nc2ccccc2s1)c1ccccc1F
-5%	CCOC(=O)c1sc2nc(CSCC(=O)OCc3ccc(C(=O)OC)o3)[nH]c(=O)c2c1C
5%	Cc1ccc(C(=O)O/N=C\c2ccc(N3CCCCC3)c([N+](=O)[O-])c2)cc1
-9%	COc1ccc(CCNS(=O)(=O)c2cn(C)c(=O)n(C)c2=O)cc1OC
3%	CCCCC(=O)Nc1nnc(C)s1
1%	COc1cc2c(cc1OC)-c1cc(NC3CCCC3)nc(=O)n1CC2
-3%	Cc1nc(N2CCN(S(=O)(=O)c3ccc(F)cc3)CC2)c2c(C)c(C)sc2n1
1%	CCOc1ccc(NC(=O)CN(C)CC(=O)Nc2cccc(Cl)c2C)cc1OCC
-12%	Cc1c(/C=N\NC(=O)c2csc3ccccc23)cnn1C
5%	N#Cc1ccc(C23CC4CC(CC(C4)C2)C3)[nH]c1=O
-8%	COc1ccc(C2CC(c3cc(OC)ccc3OC)n3nnnc3N2)cc1 (centres undefined)
4%	COc1cc(/C=C(/C#N)c2nc3ccccc3[nH]2)ccc1OCc1ccc(C(=O)O)o1

# The list continues:
mouse EphA4 binding	SMILES
-8%	COc1ccc(Cn2c(SCc3ccccc3C)nc3cc(OC)c(OC)cc3c2=N)cc1
-9%	FC(F)(F)c1cccc(-c2nnc(-c3ccccc3)c(N3CCOCC3)n2)c1
-8%	Cc1ccc2[nH]cc(CCNC(=O)Nc3ccccc3)c2c1
-4%	C=CCN1C(=O)CN=C1NCc1ccccc1
-21%	CC1CCC(=NNC(=O)Cc2ccccc2)CC1 (centres undefined)
3%	CC(C)C(NS(=O)(=O)c1cccc2nsnc12)C(=O)N1CCn2c1nc1ccccc12 (centres undefined)
-3%	Cc1cc(C(=O)NN)c2cc(Br)ccc2n1
-7%	CCOC(=O)c1sc(NC(=O)c2cccs2)nc1C
-4%	Cc1c(C)n(C(=O)CN2CCN(c3ccccc3)CC2)c2ccccc12
-20%	COc1cccc(C(=O)NC2CCN(C(=O)N3CCCCC3)CC2)c1
-18%	CCNC(=O)CC1C(=O)N(c2ccc(C)cc2)C(=O)N1CCc1ccc(OC)c(OC)c1 (centres undefined)
-10%	Cc1cc(C)c2c(=O)[nH]c(SCC(=O)NCc3ccccc3)nc2n1
-6%	CCN(CC)S(=O)(=O)c1cccc2cccnc12
12%	COc1ccc(Nc2nc(N3CCCCC3)nc(N3CCCCC3)n2)c(OC)c1
4%	O=C(NCc1ccccc1)c1ccc(C(=O)N(C2CCCCC2)C2CCCCC2)cc1

# Arranged by molar mass (low to high): part of the list above.
mouse EphA4 binding	SMILES
8%	CN(C)c1ccc(C(=O)N2CCN(c3cccc(Cl)c3)CC2)cc1
-9%	COc1ccc(CCNS(=O)(=O)c2cn(C)c(=O)n(C)c2=O)cc1OC
14%	Cc1cc(I)ccc1S(=O)(=O)N1CCN(c2ccccc2)CC1

# Next part:
mouse EphA4 binding	SMILES
2%	C/C(=N/N)c1ccc(-c2ccccc2)cc1
-8%	CC1=CC(C)(C)N2C(=O)C3(C(C#N)=C(N)OC4=C3C(=O)CC(C)(C)C4)c3cc(C)cc1c32 (centres undefined)
-20%	Cc1ccc(NC(=S)Nc2ccc(Br)cc2)cc1
13%	COC(=O)CNC(c1ccccc1)c1cc(Br)ccc1NC(=O)OCc1ccccc1 (centres undefined)
0%	Brc1ccc2nc(CSc3ncn[nH]3)cn2c1
-10%	COc1ccc(C(=O)n2cnc(N)n2)cc1
-12%	N#CC(C(=O)O)=C1CCCC1
-30%	N#Cc1ccc2ccn(CC(=O)NC3CCCCC3)c2c1
-19%	CCSc1cnn(-c2ccccc2)c(=O)c1SCC
1%	O=C(Nc1cc(C(F)(F)F)ccc1Cl)C1CC(=O)N(c2ccc(F)cc2)C1 (centres undefined)
0%	O=C(Nc1ccccc1C(=O)NCCCn1ccnc1)c1ccccc1
-5%	CSC1=N/C(=C\c2ccc(F)cc2)C(=O)S1
-17%	CN(C)c1ccc(NC(=O)Nc2ccc3snnc3c2)cc1
-4%	O=C(NC12CC3CC(CC(C3)C1)C2)C1CC(=O)N(c2ccccc2)C1 (centres undefined)
8%	C=CCOC(=O)C1=C(C)N(C)C(=O)NC1c1cc2c(cc1Br)OCO2 (centres undefined)

# Additional compounds.
mouse EphA4 binding	SMILES
-4%	CCc1ccccc1NC(=O)c1cccc(N2C(=O)C3C4CCC(C4)C3C2=O)c1 (centres undefined)
-3%	O=C(COc1ccccc1Cl)Nc1cc(Cl)ccc1Oc1ccccc1
3%	O=C(/C(=C/c1ccc(Cl)cc1)c1nc2ccccc2[nH]1)c1ccccc1
6%	O=C(O)c1ccc(COc2ccc3ccccc3c2/C=C2/NC(=O)N(c3ccccc3)C2=O)cc1
8%	CN1CC2(C(=O)c3ccccc3)CN(C)CC(C(=O)c3ccccc3)(C1)C2
-20%	Cc1cc2c(c(=O)n1CCN(C)C)C(c1ccc(Br)cc1)C(C#N)=C(N)O2 (centres undefined)
-3%	COc1ccc(CNC(=O)C(NC(C)=O)C(=O)Nc2ccc(OC)cc2)cc1 (centres undefined)
-6%	Cc1ccc(O)c(NC(=O)c2cc3nc4c(c(C(F)(F)F)n3n2)CCc2ccccc2-4)c1
-3%	CCOC(=O)c1cc2c(ccn2C)n1Cc1cc(C)ccc1C
-10%	N#Cc1c(C(F)(F)F)cc(-c2ccc(Cl)c(Cl)c2)nc1SCCN1CCOCC1
-3%	Cc1ccc(C2=N/C(=C\N3CCCCC3)C(=O)O2)cc1
-3%	O=C(c1cccc(S(=O)(=O)N2CCCCC2)c1)N1CCOCC1
9%	Cc1ccc(-c2c(C#N)c(N)n(-c3ccccc3)c(=O)c2C#N)cc1
-13%	CC1CCCCN1CCn1c(=S)[nH]c2ncccc2c1=O (centres undefined)
-8%	CCC1C(C#N)=C(SC)NC2=C1C(=O)CC(C)(C)C2 (centres undefined)

# At a glance, some entries already given.
mouse EphA4 binding	SMILES
-13%	CC1CCCCN1CCn1c(=S)[nH]c2ncccc2c1=O (centres undefined)
-8%	CCC1C(C#N)=C(SC)NC2=C1C(=O)CC(C)(C)C2 (centres undefined)

# New compounds follow:
mouse EphA4 binding	SMILES
-6%	N#CCN1C(=S)N=C(Nc2cccc(Cl)c2)C12CCCCC2
-13%	CCC(c1nnnn1C(C)(C)C)N1CCN(c2cc(Cl)ccc2C)CC1 (centres undefined)
-17%	CC1(C)CC(=O)c2sc(NC(=O)CN3CCCCC3)nc2C1
-19%	COc1ccc2cc(C)c3nnc(SCC(=O)Nc4nc(-c5ccccc5)cs4)n3c2c1
-27%	N#Cc1nc(-c2ccccc2)oc1N1CCCCC1
13%	CC(=O)c1cccc(NC(=O)N2CCC(c3nnc(SCC(N)=O)n3C)CC2)c1
-9%	Cc1cccn2c(=O)c(/C=C3\SC(=S)N(CC4CCCO4)C3=O)c(NCCc3ccccc3)nc12 (centres undefined)
-6%	COc1cc2ccccc2cc1C(=O)OCC(=O)N1CCOCC1
-6%	Cc1cc(C)cc(C(=O)N2CCCCCC2)c1
-17%	COCCCNC(=O)c1c(N)n(-c2ccc(S(N)(=O)=O)cc2)c2nc3ccccc3nc12
-3%	COC(=O)Cn1c(=O)cnc2ccccc21
2%	CCS(=O)(=O)c1ccc2c(c1)N(S(=O)(=O)c1ccc(OC)cc1)CC(C(=O)O)O2 (centres undefined)
-13%	C=CCN=C1CC(C)(C)CC(=O)/C1=C(\O)c1ccccc1
2%	COc1ccc(C(=O)COC(=O)[C@H](C)Nc2ccc(C(F)(F)F)cc2[N+](=O)[O-])c(OC)c1
-10%	C=CCn1c(=O)c2ccccc2n2c(SCC(=O)c3ccccc3)nnc12

# Further structures follow.
mouse EphA4 binding	SMILES
-16%	Cc1ccc(CS(=O)(=O)CCC(=O)NCCCN2CCCC2)cc1
1%	CN1C(=O)OC(C)(CCc2ccccc2)C1(C)O (centres undefined)
-14%	COc1cc(NC(=O)c2ccccc2Cl)ccc1NC(=O)c1ccco1
18%	O=C(Nc1ccccc1)c1ccc2nsnc2c1
-3%	Cc1ccc(NC(=O)c2nc[nH]c2C(=O)Nc2ccc(C)cc2)cc1
0%&-11%	COc1ccc(OCC(=O)Nc2cccc(C(C)=O)c2)cc1
-6%	O=C(CN1CCN(Cc2ccc3c(c2)OCO3)CC1)N1CCc2[nH]c3ccccc3c2C1
-7%	COc1cc2[nH]c(=O)n(Cc3ccc(C(=O)NCCCN4CCN(C)CC4)cc3)c(=O)c2cc1OC
-9%	CCOC(=O)c1cnn(-c2nc(CC)nc3sc4c(c23)CCC4)c1N
1%	COc1ccccc1CNC(=O)CCS(=O)(=O)c1cccc2nonc12
-27%	CN(C)c1ccc(C(=O)OCc2ccc(Br)cc2)cc1
-6%	CN(C(=O)COC(=O)c1nc(-c2ccccc2)n(-c2ccccc2)n1)C1CCS(=O)(=O)C1 (centres undefined)
-15%	CCCn1c(=O)c(F)cn(Cc2ccc(OC)c([N+](=O)[O-])c2)c1=O
-12%	Cc1nc2ccc(-n3ccc(=O)cc3)cc2s1
11%	CCn1c2ccccc2c2cc(C3C(C#N)=C(C)NC(C)=C3C#N)ccc21

# New compounds follow.
mouse EphA4 binding	SMILES
-5%	CCc1cccc(CC)c1N(COC)C(=O)Cn1nnc2ccccc21
0%	CSCc1cc(N2CCOCC2)nc(SCc2ccc(Cl)c(Cl)c2)n1
-5%	Cc1ccsc1/C=N/n1c(-c2ccco2)n[nH]c1=S
-13%	O=C(Cc1c(O)c2ccccc2[nH]c1=O)NCc1ccccc1
1%	CC1=NN(c2ccccc2)C(=O)/C1=C\c1ccc(-c2ccc3c(c2)C(=O)NC3=O)o1
-15%	CCOc1cc(OCC)cc(C(=O)Nc2ccc(Br)cc2)c1
0%	CCOc1ccc2c(=O)c(-c3nc4ccccc4s3)coc2c1
-3%	Cc1ccc(N(CC(O)CN2CCOCC2)S(=O)(=O)c2ccc3ccccc3c2)cc1 (centres undefined)
-29%	NS(=O)(=O)c1ccc(CNC(=O)NC2(c3ccccc3)CC2)cc1
-7%	COc1ccc(NC(=O)CC2COc3ccccc3O2)c(OC)c1 (centres undefined)
-4%	O=C(CSc1nccn1-c1ncc(C(F)(F)F)cc1Cl)c1ccc(Br)cc1
19%	CC(=O)c1c(C)oc2ccc(O)c(N)c12
-9%	NC(=O)c1ccccc1-c1nc(-c2ccccc2)no1
-14%	O=C1CN(C(=O)COC(=O)C2CC(=O)N(Cc3ccco3)C2)c2ccccc2N1 (centres undefined)
11%	Cc1oc(C(=O)O)cc1COc1ccc(-c2ccccc2)cc1
6%	Cc1cc2oc(=O)cc(CSc3nnc(C)n3N)c2cc1C(C)C

# Structural class, those above with a COOH group.
mouse EphA4 binding	SMILES
0%	Cc1cccc(Nc2ncccc2C(=O)O)c1C
4%	COc1cc(/C=C(/C#N)c2nc3ccccc3[nH]2)ccc1OCc1ccc(C(=O)O)o1
-12%	N#CC(C(=O)O)=C1CCCC1
6%	O=C(O)c1ccc(COc2ccc3ccccc3c2/C=C2/NC(=O)N(c3ccccc3)C2=O)cc1
2%	CCS(=O)(=O)c1ccc2c(c1)N(S(=O)(=O)c1ccc(OC)cc1)CC(C(=O)O)O2 (centres undefined)
11%	Cc1oc(C(=O)O)cc1COc1ccc(-c2ccccc2)cc1
